Giardia killer: Small Molecules that selectively kill Giardia lamblia: qHTS. Giardia lamblia trophozoite viability. activity change, % at 7.66 µM, hits read low. hit rate 0.15% among 340,000. AID 540267, 2011; in the data active = activity change below about -80%; inconclusive = between about -30% and that limit;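 note: parasites exposed to compound for two days anaerobically before the ATP read; % is set by controls: 0 for no effect and ±100 for the full control effect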
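Giardia trophozoites, 100 cells per well, were exposed to compounds for 48 hrs at 37 deg C under anaerobic conditions; viability was then read as ATP content by bioluminescence after 15-30 min at room temperature.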
PTAP TSG101 blk: qHTS Assay for Iinhibitors of HIV-1 Budding by Blocking the Interaction of PTAP/TSG101 | 340,000 tested, under 10 active | Tumor susceptibility gene 101 protein (Homo sapiens), Q99816 | Fluorescence polarization, FITC-PTAP peptide / Tsg101 binding | Potency, µM (titrated, usually from 115 µM), for inactives: at the highest dose activity change, negative = inhibition, most hits filed as inhibitors | AID 493005, 2010; active = well fitted inhibition curve with a large enough effect in the main read-out, with a control signal flat, not every such curve was filed as active; inconclusive = small, poorly fitted or top-dose-only effect, or effect the other way, or a change in a side signal; inactive = no such curve, though single readings can be large or run the other way; note: potency is the fitted concentration of half-maximal effect; % of control where 0% means no effect
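Fluorescence polarization binding of Tsg101 binding domain (10 uM final) to FITC-labeled PTAP peptide (50 nM final) in HEPES pH 7.5 buffer with NaCl, Tween 20, EDTA, TCEP. Compounds added before peptide; binding 20 min at RT.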
B2AR arrestin: qHTS assay of beta-arrestin-biased ligands of beta2-adrenergic receptor. AID 492947, 2010. Potency, µM (doses to about 46.1 µM), for the others: at the highest dose activation, most hits filed as activators. beta-arrestin recruitment to beta2AR, cell-based reporter. hit rate 0.02% among 330,000;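 note: potency is the fitted concentration of half-maximal effect; 0% = DMSO controls and full agonism = EC100 isoproterenol or metaproterenol; nearly all actives have a fitted effect of over 65% in size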
Coupling enz: qHTS Assay for Inhibitors of Fructose-1,6-bisphosphate Aldolase from Giardia Lamblia: Coupling assay counterscreen; coupling enzyme system counterscreen, AmpLite Red fluorescence; activity change, negative = inhibition, % at 58.2 µM, hits read low; hit rate 0.67% among 290,000; in the data active = activity change below about -30%; note: % is set by controls: 0 for no effect and ±100 for the full control effect
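Compounds tested against the coupling enzymes alone at 57.5 uM final; readout was AmpLite Red fluorescence (525/598 nm) after 20 min at RT.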
Tb PFK block: qHTS Assay to Find Inhibitors of T. brucei phosphofructokinase | Potency, µM (doses to about 57.5 µM), for the others: at the highest dose activity, negative = inhibition, hits mostly inhibitors | hit rate 0.17% among 330,000 | ATP-dependent 6-phosphofructokinase (Trypanosoma brucei brucei), O15648 | T. brucei PFK, ADP-Glo luminescence;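 note: potency is the fitted concentration of half-maximal effect; 0% = uninhibited 1x PFK enzyme wells and -100% = no-enzyme wells; nearly all actives have a fitted effect of over 60% in size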
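1.25 nM PFK with 0.5 mM F6P and 0.1 mM ATP in 0.1 M TEA pH 8.0, 5 mM MgCl2, incubated 45 min at room temperature; ADP measured by ADP-Glo luminescence; compounds titrated up to 57 uM.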
PKM2 activator: qHTS Assay for Activators of Human Muscle isoform 2 Pyruvate Kinase. Pyruvate kinase PKM (Homo sapiens), P14618. hit rate 0.34% among 260,000. AID 1631, 2009. purified PKM2, Kinase-Glo ATP luminescence, activation; response scale: 0% is enzyme alone, no compound. Potency, µM (highest dose often 57.5 µM), without a hit: top-dose activation, usual class: activators; note: potency is the fitted concentration of half-maximal effect; % is set by controls: 0 for no effect and ±100 for the full control effect; nearly all actives have a fitted effect of over 55% in size
Target sequence (P14618 whole entry, looked up, canonical isoform): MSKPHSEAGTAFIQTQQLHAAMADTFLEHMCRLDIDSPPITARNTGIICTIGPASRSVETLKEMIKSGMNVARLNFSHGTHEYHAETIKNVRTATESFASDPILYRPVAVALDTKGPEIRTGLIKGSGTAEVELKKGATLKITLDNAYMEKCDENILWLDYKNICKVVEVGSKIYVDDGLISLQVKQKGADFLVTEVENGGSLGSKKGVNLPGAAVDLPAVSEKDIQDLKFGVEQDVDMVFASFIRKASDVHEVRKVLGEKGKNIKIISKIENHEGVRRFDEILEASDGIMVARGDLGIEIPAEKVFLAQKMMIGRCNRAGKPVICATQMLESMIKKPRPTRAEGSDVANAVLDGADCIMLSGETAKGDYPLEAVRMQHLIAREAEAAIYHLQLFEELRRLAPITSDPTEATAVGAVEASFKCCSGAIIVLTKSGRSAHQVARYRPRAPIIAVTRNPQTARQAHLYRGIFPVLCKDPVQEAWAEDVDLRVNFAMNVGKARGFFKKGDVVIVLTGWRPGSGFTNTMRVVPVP
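Purified hPK-M2 (>95% pure) converted ADP (0.1 mM final) to ATP with 0.5 mM PEP in 50 mM imidazole pH7.2, KCl, MgCl2, Tween 20, BSA; 1 h at room temperature. ATP detected by Kinase-Glo luminescence.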
Integrin act MD: qHTS for Activators of Integrin-Mediated Alleviation for Muscular Dystrophy. Potency, µM (titrated, usually from 38.3 µM), without a hit: at the highest dose activation, hits mostly activators. alpha7betagal myoblasts, beta-gal FDG fluorescence, 48 h. AID 624291, 2012. hit rate 0.064% among 350,000;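 note: potency is the fitted concentration of half-maximal effect; 100% = response of the positive control SU9516; nearly all actives have a fitted effect of over 60% in size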
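Alpha7betagal+/- myoblasts (passage 13) were plated 16-24 hr, then exposed to compounds (1:260 dilution of DMSO stock) for 48 hours at 37C. After MPER lysis, β-galactosidase reporter activity was read as FDG fluorescence (ex 480/em 540) after 30 minutes.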
ASM inhibitor: Inhibitors of Secretory Acid Sphingomyelinase (S-ASM): qHTS; placental ASM, HMU-PC fluorogenic substrate, 60 min; Potency, µM (doses to about 57.5 µM), for inactives: at the highest dose activity change, negative = inhibition, most hits filed as inhibitors; Sphingomyelin phosphodiesterase (Homo sapiens), P17405; hit rate 0.006% among 340,000; note: potency is the fitted concentration of half-maximal effect
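Human placenta-derived ASM enzyme was preincubated with compound for 10 minutes at room temperature, then given fluorogenic substrate HMU-PC0 (9 uM final) for 60 minutes at 37 °C; a pH 10 stop preceded fluorescence reading at Ex 386/Em 447 nm.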
BCR signal inh: qHTS Assay to Find Inhibitors of Chronic Active B-Cell Receptor Signaling. AID 493014, 2011. hit rate 0.05% among 340,000. ABC-DLBCL IkBa-CBG/CBR reporter, luminescence ratio, 4 h. Potency, µM (highest dose often 46.1 µM), for inactives: at the top dose ratio change, negative = lower green/red ratio, most hits filed as inhibitors; active = well fitted inhibition curve with a large enough effect in the signal ratio, with a control signal flat, not every such curve was filed as active; inconclusive = small, poorly fitted or top-dose-only effect, or effect the other way, or a change in a side signal; the % refers to the signal ratio;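 note: potency is the fitted concentration of half-maximal effect; plate controls were basal doxycycline-induced cells for no effect and cells given 10 µM MG132 for full effect; MG132 reads +100%, hits lower the ratio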
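Doxycycline induced both beetle luciferases in TMD8 lymphoma cells; IKK-driven degradation limits the IkappaBalpha-fused green signal, while red luminescence normalises for cell number and nonspecific effects. Compounds tested up to 46 uM, 4 hrs.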
GALK inh: qHTS Assay for Inhibitors of Human Galactokinase (GALK); P51570; hit rate 0.007% among 270,000; Potency, µM (series often up to 57.5 µM), inactives show top-dose activity change, negative = inhibition, usual class: inhibitors; Purified GALK, Kinase-Glo residual ATP luminescence; AID 1868, 2009; note: potency is the fitted concentration of half-maximal effect; % is set by controls: 0 for no effect and ±100 for the full control effect
Target sequence (P51570 whole entry, looked up): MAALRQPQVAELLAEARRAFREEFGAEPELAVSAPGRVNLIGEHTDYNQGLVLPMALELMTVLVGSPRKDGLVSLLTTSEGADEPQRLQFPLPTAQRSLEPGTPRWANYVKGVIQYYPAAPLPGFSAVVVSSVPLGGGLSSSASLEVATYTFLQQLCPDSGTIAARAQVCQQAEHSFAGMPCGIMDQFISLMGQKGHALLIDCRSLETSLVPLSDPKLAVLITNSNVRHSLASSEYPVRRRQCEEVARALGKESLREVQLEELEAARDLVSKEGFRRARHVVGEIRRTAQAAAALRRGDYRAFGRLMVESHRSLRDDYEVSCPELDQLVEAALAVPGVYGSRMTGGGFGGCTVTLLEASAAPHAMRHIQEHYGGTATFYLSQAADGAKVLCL
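GALK at 5 nM final was combined with compound, 35 uM ATP and 100 uM galactose in HEPES pH8.0 with MgCl2 and DTT. The reaction ran one hour at room temperature before luminescent ATP detection.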
Menin MLL FP TR: qHTS Assay for Inhibitors Targeting the Menin-MLL Interaction in MLL Related Leukemias: Competition With Texas Red Labeled MLL-derived Mutant Peptide; Potency, µM (titrated, usually from 61.6 µM), without a hit: at the highest dose FP activity change, negative = inhibition, most hits filed as inhibitors; Menin + Texas Red MLL mutant peptide, fluorescence polarization; hit rate 0.23% among 270,000; O00255; active = well fitted inhibition curve with a large enough effect in the polarisation, with a control signal flat, not every such curve was filed as active; inconclusive = small, poorly fitted or top-dose-only effect, or effect the other way, or a change in a side signal; inactive = no such curve, though single readings can be large or run the other way; the % refers to the polarisation; note: potency is the fitted concentration of half-maximal effect; % of control where 0% means no effect; many of its hits are not listed in these tables
Active calls of the source: *; [ ] = dose if it differs, or a comment. Unless noted, calls come from the whole dose curve; as a rule, active = well fitted curve in the direction sought with a large enough effect; inconclusive = small, poorly fitted or top-dose-only effect, or another doubt; inactive = no such curve, though single readings can be large; an effect the other way counts as inactive or inconclusive.

Results for O=C(CCC(=O)N(CC(=O)NC1CCCCC1)Cc1ccco1)Nc1nccs1 ?
Giardia killer: 3; PTAP TSG101 blk: -1%; B2AR arrestin: -0.4%; Coupling enz: 0; Tb PFK block: 0%; PKM2 activator: 0%; Integrin act MD: 0%; ASM inhibitor: 1%; BCR signal inh: inconclusive; GALK inh: -2%; Menin MLL FP TR: -17%

What do the screens show for `S=C1SCN(Cc2cccnc2)CN1Cc1cccnc1`?
Giardia killer: 2; PTAP TSG101 blk: 0%; B2AR arrestin: -0.1%; Coupling enz: 4; Tb PFK block: 0%; PKM2 activator: 3%; Integrin act MD: -68%[inhibitor]; ASM inhibitor: -2%; BCR signal inh: inconclusive; GALK inh: 0%

How did CC(/C=N/NC(=O)c1cc(-c2cccnc2)nc2c1c(C)nn2-c1ccccc1)=C\c1ccccc1 do in these assays?
Giardia killer: -6; PTAP TSG101 blk: -2%; B2AR arrestin: 0.3%; Coupling enz: 1; Tb PFK block: 2%; PKM2 activator: 9%; Integrin act MD: 8%; ASM inhibitor: -9%; BCR signal inh: 2%; GALK inh: 1%; Menin MLL FP TR: -1%

Results for CCOc1ccc(C(=O)NCC(=O)N2CCN(Cc3ccccc3)CC2)cc1 ?
Giardia killer: 7; PTAP TSG101 blk: 1%; B2AR arrestin: -0.1%; Tb PFK block: 0%; Integrin act MD: 21%; ASM inhibitor: -5%; BCR signal inh: 0%

How did O=C(c1ccc(S(=O)(=O)Cc2cc(F)ccc2F)c([N+](=O)[O-])c1)N1CCCCC1 do in these assays?
Giardia killer: -7; PTAP TSG101 blk: -3%; B2AR arrestin: -0.7%; Coupling enz: 1; Tb PFK block: -1%; PKM2 activator: -4%; Integrin act MD: -52%[inhibitor]; ASM inhibitor: -2%; BCR signal inh: inconclusive; GALK inh: -1%; Menin MLL FP TR: 0%

What do the screens show for `O=C(N/C=C\c1ccccc1)NCc1ccc(Cl)cc1`?
Giardia killer: -19; PTAP TSG101 blk: 1%; B2AR arrestin: 0.2%; Coupling enz: 2; Tb PFK block: -3%; PKM2 activator: 0%; Integrin act MD: 16%; ASM inhibitor: -4%; BCR signal inh: -1%; GALK inh: 3%; Menin MLL FP TR: -2%

Results for CCc1nc(SCC(=O)N2CC(=O)Nc3ccccc32)c2c(C)c(C)sc2n1 ?
Giardia killer: 32[activator]; PTAP TSG101 blk: -9%; B2AR arrestin: 0.2%; Coupling enz: -1; Tb PFK block: -5%; PKM2 activator: 25%; Integrin act MD: 21%; ASM inhibitor: -9%; BCR signal inh: inconclusive; GALK inh: 1%; Menin MLL FP TR: -13%

How did O=C(c1ccc2c(=O)n(Cc3ccc4c(c3)OCO4)c(=S)[nH]c2c1)N1CCCCC1 do in these assays?
Giardia killer: -5; PTAP TSG101 blk: -8%; B2AR arrestin: -0.5%; Coupling enz: -2; Tb PFK block: -3%; PKM2 activator: 0%; Integrin act MD: -3%; ASM inhibitor: 1%; BCR signal inh: 3%; GALK inh: 0%; Menin MLL FP TR: -16%

Results for COCCn1c(SCC(=O)Nc2cc(C)cc(C)c2)nnc1C(C)C ?
Giardia killer: 22; PTAP TSG101 blk: 1%; B2AR arrestin: -0.9%; Coupling enz: 3; Tb PFK block: -4%; PKM2 activator: 1%; Integrin act MD: -22%; ASM inhibitor: 2%; BCR signal inh: 5%; GALK inh: 2%; Menin MLL FP TR: 11%

Results for COc1ccc(CN2C(=O)CSC2c2ccncc2)cc1 (centres undefined) ?
Giardia killer: 1; PTAP TSG101 blk: -1%; B2AR arrestin: -0.3%; Coupling enz: 3; Tb PFK block: -13%; PKM2 activator: -5%; Integrin act MD: 2%; ASM inhibitor: -2%; BCR signal inh: inconclusive; GALK inh: 1%

Results for Cc1ccc(-n2c(=S)sc3c(=O)n(-c4ccccc4C)c(SCC(=O)O)nc32)cc1C ?
Giardia killer: -1; PTAP TSG101 blk: 0%; B2AR arrestin: -0.1%; Coupling enz: 4; Tb PFK block: -5%; Integrin act MD: -22%; ASM inhibitor: 10%; BCR signal inh: 0%; Menin MLL FP TR: 26%

What do the screens show for `COc1ccc(NC(=O)c2cc(-c3ccccc3)nc3c2cnn3C(C)C)cc1`?
Giardia killer: -1; PTAP TSG101 blk: 0%; B2AR arrestin: 0.1%; Tb PFK block: -11%; Integrin act MD: inconclusive; ASM inhibitor: -4%; BCR signal inh: -3%

How did CCOc1ccc(S(=O)(=O)NCc2ccccn2)cc1 do in these assays?
Giardia killer: 2; PTAP TSG101 blk: -4%; B2AR arrestin: -1.0%; Coupling enz: 5; Tb PFK block: -5%; PKM2 activator: -4%; Integrin act MD: 13%; ASM inhibitor: -1%; BCR signal inh: -22%; GALK inh: 0%

What do the screens show for `CC(=O)c1ccc(NC(=S)Nc2cccc(S(=O)(=O)Nc3c(C)n(C)n(-c4ccccc4)c3=O)c2)cc1`?
Giardia killer: -4; PTAP TSG101 blk: 0%; B2AR arrestin: 0.1%; Coupling enz: 3; Tb PFK block: 0%; PKM2 activator: 4%; Integrin act MD: inconclusive; ASM inhibitor: -1%; BCR signal inh: -12%; GALK inh: -1%; Menin MLL FP TR: 0%

What do the screens show for `O=C(COc1ccccc1Br)NCCC1=CCCCC1`?
Giardia killer: 0; PTAP TSG101 blk: 1%; B2AR arrestin: 0.3%; Tb PFK block: 4%; Integrin act MD: inconclusive; ASM inhibitor: -6%; BCR signal inh: 0%

Results for COc1ccc(NC(=S)Nc2cccc3cnccc23)cc1 ?
Giardia killer: -9; PTAP TSG101 blk: -1%; B2AR arrestin: -0.8%; Coupling enz: -37*; Tb PFK block: 2%; PKM2 activator: 2%; Integrin act MD: -23%; ASM inhibitor: 0%; BCR signal inh: -1%; GALK inh: 6%; Menin MLL FP TR: -17%

How did CCNC(=O)COc1ccc(Br)cc1Cl do in these assays?
Giardia killer: -15; PTAP TSG101 blk: 1%; B2AR arrestin: -0.1%; Coupling enz: 2; Tb PFK block: -17%; PKM2 activator: 8%; Integrin act MD: 7%; ASM inhibitor: 10%; BCR signal inh: inconclusive; GALK inh: 2%; Menin MLL FP TR: 38%

Results for Cc1ccc(NC(=O)CC2CCCC2)c(Br)c1 ?
Giardia killer: -21; PTAP TSG101 blk: -4%; B2AR arrestin: -0.2%; Coupling enz: 1; Tb PFK block: 1%; Integrin act MD: -24%; ASM inhibitor: 14%; BCR signal inh: 6%; GALK inh: -1%

What do the screens show for `CC(=O)Nc1ccc(S(=O)(=O)Nc2nc3ccccc3nc2Nc2ccc(O)cc2)cc1`?
Giardia killer: 26; PTAP TSG101 blk: -2%; B2AR arrestin: -0.3%; Coupling enz: 3; Tb PFK block: 1%; PKM2 activator: -1%; Integrin act MD: -18%; ASM inhibitor: inconclusive; BCR signal inh: -21%; GALK inh: -5%

What do the screens show for `COCCN1C(=O)C(=O)/C(=C(/O)c2ccc(S(=O)(=O)N3CCOCC3)cc2)C1c1cccc(O)c1` (centres undefined)?
Giardia killer: 9; PTAP TSG101 blk: -3%; B2AR arrestin: -0.7%; Coupling enz: -2; Tb PFK block: 2%; PKM2 activator: 10%; Integrin act MD: 0%; ASM inhibitor: -1%; BCR signal inh: 7%; GALK inh: -1%

Bioassay records (PubChem BioAssay)

This is a subset; count on the stated rates, not on these rows.
